# Tb PFK inh = T. brucei PFK enzyme inhibition; Potency, µM (doses to about 57.5 µM), without a hit: at the highest dose activity, negative = inhibition, most hits filed as inhibitors; 330,000 tested, 0.17% active; O15648; T. brucei PFK, ADP-Glo luminescence; AID 485367;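 also: potency is read from the fitted curve at half-maximal effect; 0% = uninhibited 1x PFK enzyme wells and -100% = no-enzyme wells; nearly all actives have a fitted effect of over 60% in size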
#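 PFK 1.25 nM, F6P 0.5 mM, ATP 0.1 mM, 0.1 M TEA pH 8.0, 5 mM MgCl2, 0.01% Tween20, 0.1% BSA; 45 min RT. ADP-Glo readout. qHTS titration up to 57 uM; curves fitted, compounds curve-classed.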
# ELG1 repair inh = ELG1-dependent DNA repair inhibition; Potency, µM (top dose mostly 46.1 µM), inactives show at the top dose activity change, negative = inhibition, usual class: inhibitors; AID 504467; 330,000 tested, 2.3% active; HEK293T ELG1-luciferase reporter, luminescence, 16 h; DNA damage induced by 5-fluorouridine; also: potency is read from the fitted curve at half-maximal effect; % is scaled to controls: 0 for no effect and ±100 for the full control effect; nearly all actives have a fitted effect of over 55% in size
#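 In this reporter screen, reduction of luminescence relative to DMSO vehicle indicated activity. Compounds and 5-fluorouridine were added together to 2,000 cells per well, incubated for 16 hr at 37 °C, then developed with ONE-Glo.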
# Chronic BCR inh = blocks chronic active B-cell receptor signaling | ABC-DLBCL IkBa-CBG/CBR reporter, luminescence ratio, 4 h | Potency, µM (series often up to 46.1 µM), without a hit: top-dose ratio change, negative = lower green/red ratio, usual class: inhibitors | 340,000 tested, 0.05% active; active = well fitted inhibition curve with a large enough effect in the signal ratio, with a control signal flat, not every such curve was filed as active; inconclusive = small, poorly fitted or top-dose-only effect, or effect the other way, or a change in a side signal; the % refers to the signal ratio;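 also: potency is read from the fitted curve at half-maximal effect; plate controls were basal doxycycline-induced cells for no effect and cells given 10 µM MG132 for full effect; MG132 reads +100%, hits lower the ratio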
#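 Cell line TMD8 (human ABC DLBCL), stably expressing tet-inducible CBG68-IkBa fusion and CBR; IMDM/0.5% FBS; cpd up to 46 uM; dox induction, 4 h, 37C/5% CO2; dual luminescence; green/red ratio; MG132 control.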
# A-T KAP1 phos = potential ataxia-telangiectasia treatments restoring KAP-1 phosphorylation | 320,000 tested, 0.19% active | AID 485349 | Potency, µM (titrated, usually from 57.5 µM), inactives show at the highest dose activation, usual class: activators | […] A-T fibroblasts, KAP-1 phosphorylation AlphaLISA; neocarzinostatin DNA damage 30 min before lysis; also: potency is read from the fitted curve at half-maximal effect; % of control where 0% means no effect; nearly all actives have a fitted effect of over 45% in size
#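 hTERT-immortalized A-T patient fibroblasts ([…]), 500 cells/well in OPTI-MEM, 1% FBS, got compounds for 60 min, then NCS for 30 min at 37C. Lysates were then assayed for phospho-KAP-1 by AlphaLISA (anti-pKAP1 donor, anti-KAP1 acceptor beads), 6 hr at 25C.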
# TSHR antag = human thyrotropin receptor antagonism; AID 504810; P16473; TSHR-expressing cells, TSH-stimulated cAMP HTRF, 2 h; active compounds read low; activity change, negative = inhibition, % at 11.5 µM; 330,000 tested, 0.2% active;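 active = activity change below a set negative limit, meaning inhibition stronger than a set level, cut at about -70% in these data; inconclusive = activity change between two set negative limits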; also: % is scaled to controls: 0 for no effect and ±100 for the full control effect
# Target sequence (P16473 whole entry, looked up): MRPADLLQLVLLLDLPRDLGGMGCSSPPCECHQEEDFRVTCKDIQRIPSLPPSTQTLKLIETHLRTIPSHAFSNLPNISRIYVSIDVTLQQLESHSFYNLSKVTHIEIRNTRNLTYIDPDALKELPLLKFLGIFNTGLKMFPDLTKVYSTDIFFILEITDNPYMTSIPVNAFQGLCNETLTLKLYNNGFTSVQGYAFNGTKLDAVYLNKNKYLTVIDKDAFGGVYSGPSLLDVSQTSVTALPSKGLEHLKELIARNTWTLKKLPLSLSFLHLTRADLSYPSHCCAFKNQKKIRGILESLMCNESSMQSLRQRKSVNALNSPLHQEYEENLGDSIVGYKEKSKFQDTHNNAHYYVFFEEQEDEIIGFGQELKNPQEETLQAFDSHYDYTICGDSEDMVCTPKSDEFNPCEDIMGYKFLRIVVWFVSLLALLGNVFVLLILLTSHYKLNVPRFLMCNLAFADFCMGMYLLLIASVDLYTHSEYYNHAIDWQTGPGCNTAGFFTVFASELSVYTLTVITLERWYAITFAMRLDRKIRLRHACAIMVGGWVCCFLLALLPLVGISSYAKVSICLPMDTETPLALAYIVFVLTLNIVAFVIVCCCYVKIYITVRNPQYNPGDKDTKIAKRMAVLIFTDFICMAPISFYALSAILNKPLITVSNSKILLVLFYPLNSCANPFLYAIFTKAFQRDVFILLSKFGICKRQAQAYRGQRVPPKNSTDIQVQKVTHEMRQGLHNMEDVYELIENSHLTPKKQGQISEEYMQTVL
#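 Cell-based HTRF cAMP assay; TSHR cells + compound, TSH EC80 (4nM final), 2 h, 37 deg C. Lysis with anti-cAMP cryptate and cAMP-d2, 30 min RT, read 665/620 nm.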
# TSG101-PTAP inh = blocks PTAP/TSG101 interaction to inhibit HIV-1 budding; Potency, µM (highest dose often 115 µM), inactives show at the highest dose activity change, negative = inhibition, hits mostly inhibitors; Fluorescence polarization, FITC-PTAP peptide / Tsg101 binding; 340,000 tested, under 10 active; Q99816; active = well fitted inhibition curve with a large enough effect in the main read-out, with a control signal flat, not every such curve was filed as active; inconclusive = small, poorly fitted or top-dose-only effect, or effect the other way, or a change in a side signal; inactive = no such curve, though single readings can be large or run the other way; also: potency is read from the fitted curve at half-maximal effect; % of control where 0% means no effect
# Target sequence (Q99816 whole entry, looked up): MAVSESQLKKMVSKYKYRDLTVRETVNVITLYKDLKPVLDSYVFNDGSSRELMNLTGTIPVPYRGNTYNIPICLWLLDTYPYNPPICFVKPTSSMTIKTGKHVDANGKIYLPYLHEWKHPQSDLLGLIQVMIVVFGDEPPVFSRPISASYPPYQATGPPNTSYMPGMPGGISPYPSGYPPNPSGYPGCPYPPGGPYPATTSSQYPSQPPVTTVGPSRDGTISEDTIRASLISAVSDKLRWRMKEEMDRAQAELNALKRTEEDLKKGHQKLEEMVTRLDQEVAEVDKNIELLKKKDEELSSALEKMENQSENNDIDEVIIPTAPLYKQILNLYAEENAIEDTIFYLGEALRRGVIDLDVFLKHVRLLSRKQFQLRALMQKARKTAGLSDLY
#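 Tsg101 binding domain (10 uM final) was mixed with compound and a FITC-labeled PTAP peptide (50 nM final) in HEPES pH 7.5 buffer with NaCl, Tween 20, EDTA and TCEP; fluorescence polarization was read after 20 min at r.t.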
# Mito fusion yeast = inhibitors of mitochondrial division or activators of mitochondrial fusion | S. cerevisiae fusion-defective mutant growth rescue, CellTiterGlo 48 h | Potency, µM (series often up to 46.1 µM), for the others: top-dose growth rescue (activation), hits mostly activators | 320,000 tested, 0.23% active | AID 485298;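 also: potency is read from the fitted curve at half-maximal effect; % of control where 0% means no effect; nearly all actives have a fitted effect of over 45% in size; temperature-sensitive fusion mutants such as fzo1-1 at 37 °C on non-fermentable ethanol glycerol medium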
#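 Temperature-sensitive fusion-defective S. cerevisiae (e.g. fzo1-1, mgm1-5) were grown with compound in YPEG medium (3% ethanol, 3% glycerol) for 48 hours at 37C. Growth rescue was measured as viability by CellTiterGlo luminescence after 10 minutes at ambient.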
# Integrin act MD = activates integrin-mediated alleviation for muscular dystrophy; AID 624291; 350,000 tested, 0.064% active; alpha7betagal myoblasts, beta-gal FDG fluorescence, 48 h; Potency, µM (titrated, usually from 38.3 µM), without a hit: top-dose activation, usual class: activators;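 also: potency is read from the fitted curve at half-maximal effect; 100% = response of the positive control SU9516; nearly all actives have a fitted effect of over 60% in size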
#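 alpha7betagal+/- myoblasts (passage 13, 250/well) treated 48 h at 37C with compounds at 1:260 dilution of DMSO stock. Lysed, then beta-galactosidase activity read as FDG fluorescence (ex 480/em 540) after 30 min, with pre-read for autofluorescence.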
# Eya2 phos inh = inhibitors of human Eya2 phosphatase activity; O00167; recombinant Eya2, OMFP fluorescence dephosphorylation (OMFP is methylfluorescein phosphate); Potency, µM (doses to about 76.9 µM), for the others: top-dose activity, negative = inhibition, actives largely listed as inhibitors; 330,000 tested, 0.006% active; AID 488837; also: potency is read from the fitted curve at half-maximal effect; % is scaled to controls: 0 for no effect and ±100 for the full control effect
#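 Eya2 protein (added as 0.2 uM solution) was preincubated with compound for 10 min at ambient temperature in 50 mM HEPES pH 7.5, 50 mM NaCl, 5 uM MgCl2, 0.05% BSA, 1 mM DTT. OMFP (added at 50 uM) then reacted 10 min; fluorescence read at 485/525 nm.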
# TCR act = activators of T cell receptors; AID 504894; 330,000 tested, under 10 active; Potency, µM (doses to about 9.22 µM), for the others: at the highest dose activation of IL-2 secretion, hits mostly activators; primary human leukocytes, anti-CD3, IL-2 HTRF, 48 h; also: % of control where 0% means no effect
#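 Human primary leukocytes + a-CD3 beads + cpd, 48 hr; IL-2 in supernatant by HTRF (ex 320nm / em 665nm). No co-stimulatory signal supplied.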
# S-ASM inh = inhibitors of human secretory acid sphingomyelinase; P17405; 340,000 tested, 0.006% active; Potency, µM (series often up to 57.5 µM), without a hit: top-dose activity change, negative = inhibition, hits mostly inhibitors; placental ASM, HMU-PC fluorogenic substrate, 60 min; also: potency is read from the fitted curve at half-maximal effect
#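 Fluorogenic HMU-PC substrate (9 uM final) is turned over by placental ASM in 60 min at 37 C after a 10 min compound preincubation. Reaction ended by alkaline stop (pH 10), with fluorescence read at 386/447 nm.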
# Active calls of the source: *; ? = inconclusive; nt = no result given; [ ] = another dose, or the depositor's remark. Unless noted, calls follow the shape of the dose curve; as a rule, active = well fitted curve in the direction sought with a large enough effect; inconclusive = small, poorly fitted or top-dose-only effect, or another doubt; inactive = no such curve, though single readings can be large; an effect the other way counts as inactive or inconclusive.
SMILES,Tb PFK inh,ELG1 repair inh,Chronic BCR inh,A-T KAP1 phos,TSHR antag,TSG101-PTAP inh,Mito fusion yeast,Integrin act MD,Eya2 phos inh,TCR act,S-ASM inh
COc1ccc(-c2nc(-c3ccccc3)c(-c3cc([N+](=O)[O-])ccc3C)[nH]2)cc1OC,3%,10µM*,?,-1%,-3,0%,19%,12%,4%,6%,-25%
Cc1ccc(N/C(N)=N/c2nc(CSc3ccc(C)cc3)cc(=O)[nH]2)cc1,3%,?,1%,-3%,11,1%,0%,-18%,17%,5%,-4%
O=C(CNCc1ccco1)Nc1cccc(S(=O)(=O)N2CCCCC2)c1,1%,1%,-4%,1%,1,0%,-3%,1%,-2%,4%,6%
O=C(Nc1ccc(F)cc1)c1cc(-c2ccncc2)nc2c(Cl)cccc12,1%,?,6%,5%,-23,-2%,3%,9%,-3%,-3%,0%
COc1ccc(CCNC(=O)CCNS(=O)(=O)c2ccc3c(c2)CCN3C(C)=O)cc1OC,1%,-18%,?,6%,-11,-1%,-4%,2%,-6%,-2%,2%
CCOc1ccc(N(CC(=O)N2CCc3ccccc32)S(=O)(=O)c2c(C)noc2C)cc1,0%,-29%,0%,14%,1,-3%,10%,14%,2%,-3%,-6%
Cc1nc(Nc2cccc(Cl)c2)c2oc3ccccc3c2n1,15%,-10%,?,-8%,-25,-4%,19%,14%,-7%,-1%,-15%
COc1cc2[nH]c(-c3cccc(F)c3)cc(=O)c2cc1OC,0%,-14%,3%,-2%,-6,-1%,-4%,-9%,1%,5%,-1%
O=C(Cc1cc(=O)[nH]c(=O)[nH]1)N1CCC(Cc2ccccc2)CC1,-7%,7%,-1%,0%,5,-3%,-3%,11%,0%,-1%[46.1 µM],-2%
O=S(=O)(c1ccccc1)c1ccc(N2CCCCCC2)cc1,0%,18%,?,-2%,13,-8%,-7%,-36%,-4%,nt,0%
CCOc1ccc2[nH]cc(C(=O)N3CCN(CC)CC3)c(=O)c2c1,2%,16%,4%,2%,1,-6%,-5%,-10%,-7%,-5%,2%
OCCN1CCN(CC(O)COc2ccc(C34CC5CC(CC(C5)C3)C4)cc2)CC1 (configuration not stated),-3%,6%,?,1%,11,-5%,5%,-67%[inhibitor],4%,nt,-7%
Cc1cc2nc(SCC(=O)N(C)C)c3c(c2cc1C)CCCC3,0%,10%,?,4%,-7,-3%,-9%,-54%[inhibitor],-24%,-1%,-5%
CC(NC(=O)c1ccccc1)C(=O)OCC(=O)N1c2ccccc2Sc2ccccc21 (configuration not stated),-7%,?,?,2%,3,-2%,-2%,-12%,1%,0%[46.1 µM],-3%
CSc1n[nH]c(N)c1S(=O)(=O)c1ccc(Cl)cc1,3%,17%,-11%,-2%,-8,2%,5%,13%,-20%,4%,1%
CC(C)Oc1ccc(CNC(=O)CCC(=O)N2CC(C)Sc3ccccc32)cc1 (configuration not stated),4%,-5%,?,-6%,27,-8%,-3%,3%,-12%,-1%,-7%
OCCC1CN(CCCc2ccccc2)CCN1CCc1ccccc1 (configuration not stated),0%,?,1%,-2%,12,0%,-12%,-19%,-8%,10%,3%
Cc1cccc(NC(=O)c2cc(S(=O)(=O)N3CCOCC3)cn2C)c1C,?,12%,10%,-5%,-8,-5%,1%,9%,11%,-5%,-1%
CC(C)N(C(=O)[C@H]1C[C@H](CC(=O)NCCC2=CCCCC2)C(=O)N2CCc3c([nH]c4cc(CCC(=O)N(C)C)ccc34)[C@]12C)C(C)C,-4%,-10%,-10%,-21%,-4,-3%,nt,-17%,-5%,5%[46.1 µM],-2%
CCCCC(=O)NC(=S)Nc1cccc(NC(=O)c2ccccc2)c1,0%,?,-1%,-1%,7,1%,8%,-10%,-8%,-18%,-5%
O=C(Cc1cccs1)Nc1nnc(SCc2ccc(Br)cc2)s1,-4%,?,?,-2%,-7,-3%,-2%,4%,3%,1%[46.1 µM],-14%
COC(=O)/C=C1\S/C(=N/NC(=O)c2ccc(OC)cc2)NC1=O,-2%,-12%,0%,2%,-10,2%,-4%,7%,10%,3%,0%
COC(=O)CNC(=O)C1CCC(CNS(=O)(=O)c2cccc3nsnc23)CC1 (configuration not stated),0%,16%,1%,-7%,13,-4%,2%,-2%,-4%,3%,0%
COc1ccc(C2C(C#N)=C(C)NC(C)=C2C#N)c(OC)c1,-1%,11%,-18%,0%,27,1%,3%,19%,13%,-1%,9%
Cc1ccc(CNc2ncnc3cc(Cl)ccc23)o1,-2%,-18%,10%,-5%,-21,-3%,4%,-2%,1%,0%,-3%
SMILES,Tb PFK inh,ELG1 repair inh,Chronic BCR inh,A-T KAP1 phos,TSHR antag,TSG101-PTAP inh,Mito fusion yeast,Integrin act MD,Eya2 phos inh,TCR act,S-ASM inh
CC(C)(C)c1ccccc1NC(=O)C1=COCCO1,0%,?,0%,11%,7,-11%,2%,-21%,17%,-3%,-1%
CCc1nonc1NC(=O)c1oc2ccc(Cl)cc2c1C,-2%,?,?,0%,4,1%,-15%,-23%,6%,8%,0%
COc1ccc(/C=N/NC(=O)C(=O)N2CCCCCC2)cc1O,-2%,4%,-3%,-32%,4,-1%,9%,5%,-3%,nt,4%
CSCCC(=O)N1CCC(n2nccc2NC(=O)c2ccc3c(c2)OCO3)CC1,0%,?,13%,17%,5,1%,0%,28%,-1%,5%,nt
O=C(C1CCN(Cc2cn[nH]c2-c2ccc(F)cc2F)CC1)N1CCOCC1,-7%,4%,-25%,-2%,-9,-1%,-2%,20%,-1%,0%,3%
COC(=O)[C@H](Cc1ccccc1)NC(=O)NCCc1ccccc1F,-2%,11%,4%,6%,0,-3%,-2%,-27%,-13%,6%,3%
CC(=O)c1cc(C(=O)NC2CCCc3c2cnn3-c2cc(C)cc(C)c2)[nH]n1 (configuration not stated),-6%,?,-12%,7%,2,-3%,-3%,-11%,4%,-1%,nt
CCN(CC)CCN(C(=O)c1ccc2c(c1)OCCO2)c1nc2cc3c(cc2s1)OCO3,-2%,-1%,-14%,-6%,0,-1%,-2%,-19%,-2%,-1%,1%
Cc1cnc(C(=O)OCC(=O)Nc2ccc(Oc3ccccc3)cc2)cn1,-6%,2%,6%,-2%,5,-4%,7%,-13%,7%,0%,-5%
CC(=O)c1ccc(N2CCN(C(=O)C3CCN(S(=O)(=O)Cc4ccccc4)CC3)CC2)cc1,-8%,18µM*,4%,9%,-5,-8%,2%,-13%,-6%,0%,1%
COc1cc(Nc2nc(SCC#N)nc3ccccc23)cc(OC)c1OC,-1%,-3%,3%,6%,3,-5%,-4%,-12%[7.66 µM],2%,7%,0%
Cc1csc(SCC(=O)Nc2ccc(Cl)cn2)n1,-3%,9%,?,8%,1,-4%,6%,11%,9%,-1%,1%
COc1ccc(CNC(=O)CN2C(=O)NC(C)(c3ccc(C(C)(C)C)cc3)C2=O)cc1 (configuration not stated),-3%,?,-2%,30%,-4,-3%,3%,-15%,4%,4%,-4%
Cc1ccc(/C(N)=N/OC(=O)Cc2cccc3ccccc23)cc1,-6%,-6%,4%,23%,-8,0%,-9%,9%,-7%,0%,-5%
COc1ccc(Cc2c(O)nc(SC)n(C(C)=O)c2=O)cc1,-2%,4%,4%,-4%,3,-5%,-1%,19%,1%,-4%,0%
CN(Cc1ccco1)C(=O)c1ccc(S(=O)(=O)N2CCCCCC2)cc1,0%,4%,0%,8%,13,-6%,1%,-54%,0%,1%,-1%
O=C(NCCN1CCOCC1)c1ccc(Cl)c(S(=O)(=O)NCc2ccccc2)c1,7%,0%,0%,10%,1,-1%,nt,13%,0%,nt,-3%
CCC1Sc2ccc(S(=O)(=O)Nc3ccc(OC)c(OC)c3)cc2NC1=O (configuration not stated),1%,?,2%,0%,-46,1%,1%,0%,13%,-1%,5%
O=C(/C=C/c1ccc2c(c1)S(=O)(=O)N(Cc1ccccc1)[C@H]2CC(=O)N1CCOCC1)N1CCOCC1,-2%,14%,?,-10%,3,0%,nt,-14%,10%,2%,-1%

# Source: PubChem BioAssay (National Center for Advancing Translational Sciences (NCATS))
